From PubChem BioAssay
BoNT A protease = inhibitors of Botulinum neurotoxin A light chain protease | 360,000 tested, 0.17% active | inhibition, % at 10 µM | multiplex microsphere protease substrate cleavage, flow cytometry; also: plate controls were buffer without enzyme for full effect and enzyme alone for no effect
FadD28 binding = inhibitors of Mycobacterium tuberculosis FadD28 bisubstrate binding. FadD28 bisubstrate probe binding, fluorescence polarization. inhibition, % at 12.5 µM. 360,000 tested, 0.22% active; in the data active = inhibition above about 8.5%, passing the limit was not always enough; inconclusive = no clear call, values can overlap the other calls
PrPC TRFRET = inhibitors of human cell surface prion protein PrPC | P04156 | TR-FRET read-out | inhibition, % at 13.8 µM | 370,000 tested, 0.43% active | AID 720596; in the data active = inhibition above about 24%; also: 0% = median of the test wells and 100% = reference compound wells
Yp Topo-I inh = Y. pestis Topo-I inhibition via cleavage products; Y. pestis Topo-I cleavage product accumulation, plate reader; 360,000 tested, 0.064% active; AID 504884; activity, % at 10 µM; in the data active = activity above about 50%, passing the limit was not always enough; inconclusive = no clear call, values can overlap the other calls; also: inactives centre near 2
PfHsp40 yeast = restores yeast growth despite PfHsp40 toxicity | S. cerevisiae expressing PfHsp40, growth rescue, ATP luminescence | growth rescue, % at 12.5 µM | 340,000 tested, 0.68% active | AID 504582; in the data active = growth rescue above about 28%, passing the limit was not always enough; inconclusive = no clear call, values can overlap the other calls;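 also: yeast W303a lacking pdr1 and pdr3 grown in galactose medium; growth measured after three days at 30 °C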
BoNT F protease = inhibitors of Botulinum neurotoxin F light chain protease; Multiplex microsphere protease cleavage assay, flow cytometry; inhibition, % at 10 µM; 360,000 tested, 0.22% active; in the data active = inhibition above about 35%, passing the limit was not always enough; inconclusive = no clear call, values can overlap the other calls; also: plate controls were buffer without enzyme for full effect and enzyme alone for no effect
CCHF vOTU inh = CCHFV vOTU protease inhibition. Pep-AMC fluorescence. inhibition, % at 11.5 µM. 370,000 tested, 0.55% active. AID 651958; in the data active = inhibition above about 30%; also: 0% = vehicle wells with enzyme and 100% = no enzyme wells
Anthrax LF inh2 = blocks Bacillus anthracis lethal factor protease. P15917. multiplex microsphere protease cleavage assay, LF. inhibition, % at 10 µM. 360,000 tested, 0.12% active. AID 588501; also: plate controls were buffer without enzyme for full effect and enzyme alone for no effect
Target sequence (P15917 whole entry, looked up): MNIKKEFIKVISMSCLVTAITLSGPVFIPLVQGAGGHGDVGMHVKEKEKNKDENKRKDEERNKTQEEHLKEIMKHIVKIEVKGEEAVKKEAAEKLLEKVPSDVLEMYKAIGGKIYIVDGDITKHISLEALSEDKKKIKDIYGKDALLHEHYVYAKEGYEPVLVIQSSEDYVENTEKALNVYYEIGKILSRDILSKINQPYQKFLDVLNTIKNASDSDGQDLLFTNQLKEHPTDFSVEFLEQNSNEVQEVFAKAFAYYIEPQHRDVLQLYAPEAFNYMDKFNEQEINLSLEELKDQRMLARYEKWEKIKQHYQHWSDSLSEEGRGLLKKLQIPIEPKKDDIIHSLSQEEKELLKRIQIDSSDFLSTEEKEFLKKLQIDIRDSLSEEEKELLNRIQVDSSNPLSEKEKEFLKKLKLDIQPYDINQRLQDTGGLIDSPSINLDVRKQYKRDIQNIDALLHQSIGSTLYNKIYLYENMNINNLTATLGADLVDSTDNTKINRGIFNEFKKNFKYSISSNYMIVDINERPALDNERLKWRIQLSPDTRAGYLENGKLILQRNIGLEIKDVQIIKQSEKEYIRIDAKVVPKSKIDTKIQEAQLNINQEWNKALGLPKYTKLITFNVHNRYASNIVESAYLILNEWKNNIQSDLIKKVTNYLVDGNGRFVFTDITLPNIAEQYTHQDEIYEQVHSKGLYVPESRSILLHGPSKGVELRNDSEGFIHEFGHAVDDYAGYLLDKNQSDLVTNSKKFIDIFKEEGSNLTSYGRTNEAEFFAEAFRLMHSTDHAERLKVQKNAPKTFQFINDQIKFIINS
TcdB GH inh = blocks C. difficile toxin B glycohydrolase activity; P18177; TcdB glycohydrolase enzymatic assay, plate reader; inhibition, % at 9.99 µM; 350,000 tested, 0.24% active; in the data active = inhibition above about 10%
Active calls of the source: *; ? = inconclusive; . = no result given; & = joins results of further samples. Rule as the data show it, unless noted: active = inhibition above about 30%; inconclusive = no clear call, values can overlap the other calls; inactive = below that. This is a random part of the collection; any-hit rate near 2.3%.

SMILES	BoNT A protease	FadD28 binding	PrPC TRFRET	Yp Topo-I inh	PfHsp40 yeast	BoNT F protease	CCHF vOTU inh	Anthrax LF inh2	TcdB GH inh
Cc1nn(CC(=O)NCC2CCCO2)c(C)c1[N+](=O)[O-] (stereo not given)	0.4	-3.4	5	-1	-1.3	-6	0	-1	-0.2
O=C(CC1(O)C(=O)N(Cc2cccc3ccccc23)c2ccccc21)c1cccnc1 (stereo not given)	-1.1	-0.7	6	-10	0.3	-3	9	-2	.
COc1ccc(CCNC(=O)[C@@H](NC(=O)N2CC(=O)Nc3ccccc32)C(C)C)cc1OC	1.2	-4.3	-4	-1	-0.2	-3	6	-1	2.0
CC(C)C(N)c1csc(Nc2ccc(S(C)(=O)=O)cc2)n1 (stereo not given)	-0.2	-0.7	-7	4	.	0	6	-6	-0.4
Nc1nc(-c2nc3ccccc3[nH]2)cs1	1.7	-1.5	0	3	-1.5	4	-12	-9	.
CCOC(=O)N1CCN(C(=O)c2cn(CC(C)C)c(=O)c3c2c2ccccc2n3C)CC1	0.4	-1.9	5	17	0.8	6	-29	0	.
CCCCN1C(=O)C(O)(c2ccccc2)c2cc(Br)ccc21 (stereo not given)	0.2	0.1	8	14	-2.1	14	13	-8	-0.7
O=C(N/N=C/c1ccc(OC(F)F)cc1)c1cc[n+]([O-])cc1	-1.8	-1.0	-1	-4	0.2	-3	5	0	-1.3
CCC(CO)NC(=O)c1ccccc1C(F)(F)F (stereo not given)	.	-0.8	4	2	2.4	.	-7	.	-0.5
CCCCCCCCCC1(CC(=O)OCC)SCCN1C(N)=O (stereo not given)	-0.3	-5.8	-5	23	.	-1	26	3	1.2
CN(C)c1ncnc2[nH]ncc12	-0.4	0.5	6	-4	0.5	2	19	-3	-7.7
COc1ccc(/C=N/NC(=O)c2ccc(N)cc2)cc1Cn1cc([N+](=O)[O-])cn1	-0.9	0.7	-10	2	0.2	-6	7	-3	-0.5
CCOc1ccc(N(CC(=O)NC2CCCC2)C(=O)CSc2nnc(COc3ccccc3)o2)cc1	2.1	-3.1	12	25	0.4	2	-14	1	.
O=C(Nc1cccc2ccccc12)N1CCN(c2ccccc2)CC1	-0.2	-1.6	-1	-4	0.3	-2	3	0	.
COc1ccccc1NC(=O)CSc1nnc(COc2ccc(Cl)cc2)o1	-0.8	-0.7	-3	23	2.6	0	10	-1	-0.3
COc1cc(-c2nnc(-c3ccc(N4CCOCC4)cc3)o2)cc(OC)c1OC	.	-1.3	1	-1	-0.7	.	-7	.	.
Cc1cccc(C(=O)Nc2ccc(NC(=O)c3ccccc3)cc2)c1	0.0	-0.8	12	4	4.8	?	-6	-2	-0.6
COc1ccc(S(=O)(=O)N2CCOC2CNC(=O)C(=O)NCc2ccco2)cc1C (stereo not given)	-1.3	-4.2	1	5	0.5	-4	0	-2	0.8
COc1ccc(/C=C/C(=O)OCC(=O)NCCCc2ccccc2)cc1OC	3.1	0.1	-2	9	2.5	4	6	-4	0.6
C/C(=N\NC(=S)Nc1cccc(C)c1)c1cc2ccccc2o1	0.5	-3.0	-1	25	.	-14	2	-6	1.4
CN(CC(=O)Nc1c(Cl)cccc1Cl)C(=O)CNC(=O)c1ccc2c(c1)OCO2	?	0.3	3	1	0.0	?	-6	?	0.2
CCc1cc(C(=O)N2CCCC(CO)(Cc3ccc(F)cc3)C2)n(C)n1 (stereo not given)	-0.4	-2.7	-3	1	1.0	3	-6	-1	1.6
O=C(O)c1cccc(N/N=C/c2cccnc2)c1	-1.0	-0.2	-3	5	-1.6	-7	-2	4	-4.4
COc1ccc(C#Cc2cccc(-c3nc(C(=O)NCCCN4CCOCC4)cc4c3[C@H](CCO)N(S(=O)C(C)(C)C)C4)c2)cc1OC (stereo not given in full)	0.7	-3.1	-3	.	.	-14	-1	-7	0.2
COc1ccc(NC2CCCN(C(=O)c3cccc(C)n3)C2)cc1OC (stereo not given)	-0.1	-3.8	3	1	-0.7	0	1	1	2.2
More records follow:
SMILES	BoNT A protease	FadD28 binding	PrPC TRFRET	Yp Topo-I inh	PfHsp40 yeast	BoNT F protease	CCHF vOTU inh	Anthrax LF inh2	TcdB GH inh
O=C(COc1ccc(S(=O)(=O)N2CCOCC2)cc1)NCc1ccccc1	0.7	-0.4	6	3	-0.4	-2	0	-2	0.1
CCOC(=O)c1[nH]cnc1C(=O)Nc1cccc(N)n1	-0.2	-1.6	-8	2	0.1	1	-3	3	.
Cc1ccc(S(=O)(=O)N2CCOCC2)cc1NC(=O)CSc1nnc(NC2CC2)s1	0.3	-1.6	2	4	-1.5	2	0	3	0.0
Nc1ccc(C23CC4CC(CC(C4)C2)C3)cc1	-0.7	-2.3	-8	-1	-1.5	-3	13	-3	0.5
CCOc1ccc(N(CC(=O)NCc2cccs2)S(=O)(=O)c2c(C)noc2C)cc1	-0.4	1.0	-7	1	0.0	-1	-1	3	-0.1
COC(=O)C[C@H]1c2cc(F)ccc2S(=O)(=O)N1Cc1ccccc1	-0.5	0.3	2	-4	-0.1	2	-5	-5	3.7
CCCCOC(=O)c1ccc(NC(=O)CSc2nncn2C)cc1	0.4	-1.5	6	-6	0.5	21	-1	0	.
COC(=O)c1cc(NS(=O)(=O)c2ccc(C)c3ccccc23)ccc1N1CCOCC1	-2.4	-1.9	-6	-2	-0.8	?	1	-13	1.5
COc1cccc(-n2c(SCC(=O)N3CCc4ccccc43)nnc2-c2c[nH]c3ccccc23)c1	-0.5	-3.1	-4	2	0.1	0	-1	3	-6.0
CC(OC(=O)c1cccs1)C(=O)NC1CCCCC1C (stereo not given)	.	-1.2	-1	-2	-0.6	.	4	.	-2.5
Clc1ccccc1Cn1nnc2c(Nc3ccccc3)ncnc21	-1.1	-3.7	.	2	7.9	-15	.	-5	1.3
Cc1cc(C)nc(SCC(=O)NC2CCCCC2C)n1 (stereo not given)	3.1	-0.6	5	-1	-1.0	-2	-11	-2	-0.9
N#Cc1ccc(OCC(=O)NCC(c2cccs2)N2CCOCC2)cc1 (stereo not given)	-1.4	0.7	-5	9	-0.6	-7	-3	-2	0.5
COc1ccc(C(O)(c2ccccc2OC)C(CN2CCOCC2)c2ccccc2)cc1 (stereo not given)	-0.6	-0.6	2	8	-0.4	-8	1	-2	-0.1
COc1ccc(C2=NN(C(=O)CCC(=O)O)C(c3cccs3)C2)cc1 (stereo not given)	-0.6	-3.2	-1	6	-0.9	-4	-2	-3	-0.1
COc1ccc(S(=O)(=O)NCc2ccncc2)cc1NC(=O)c1ccccc1	5.6	-1.0	7	1	1.4	6	-11	5	-1.7
Cc1cccc(N2CCN(C(=O)c3cc(S(=O)(=O)N(C)C)ccc3N3CCCC3)CC2)c1C	-0.3	-3.9	1	-1	0.3	-2	9	-4	0.9
CC/C(C)=N/N1C(=O)c2ccccc2NC1(C)CC (stereo not given)	-0.3	0.1	-1	-1	0.6	4	-42	-1	1.0
COc1ccc2c(c1OC)C(=O)N1C2SC(C)(C)[C@H]1C(=O)NCCCOC(C)C (stereo not given in full)	-3.1	?	-6	7	0.0	18	-11	12	0.9
O=C(c1cc(-c2ccc3c(c2)OCO3)on1)N1CCN(c2ccccc2)CC1	6.5	-5.4	1	1	6.0	3	-5	-6	.
CCC(=O)c1ccc(O)c(CC=C(C)C)c1	0.2	-2.1	-2	1	0.9	-16	15	0	.
CN(CCC#N)C(=O)COC(=O)c1ccc(Cl)c(S(=O)(=O)N(C)c2ccccc2)c1	0.1	-4.5	0	8	0.4	2	2	0	3.2
O=C(CSCC(=O)OCC(=O)c1ccc(Br)cc1)Nc1cccc2ccccc12	0.5	-6.0	0	28	14	-1	4	-4	.
CCOc1cc(-c2cc(-c3ccc(N)cc3)nc(N)c2C#N)ccc1O	0.2	3.4	-10	-21	2.7	?	-2	-5	.
C[C@@H]1CN([C@H](C)CO)S(=O)(=O)c2ccc(-c3cccc(C#N)c3)cc2O[C@H]1CN(C)C(=O)Nc1cc(F)ccc1F	-0.6	-1.3	-7	15	.	-4	-5	7	-0.7&-0.7&0.4

A different layout for part of the listing above.
| SMILES | BoNT A protease | FadD28 binding | PrPC TRFRET | Yp Topo-I inh | PfHsp40 yeast | BoNT F protease | CCHF vOTU inh | Anthrax LF inh2 | TcdB GH inh |
| --- | --- | --- | --- | --- | --- | --- | --- | --- | --- |
| COc1ccc(C2=NN(C(=O)CCC(=O)O)C(c3cccs3)C2)cc1 (stereo not given) | -0.6 | -3.2 | -1 | 6 | -0.9 | -4 | -2 | -3 | -0.1 |
| COc1ccc(S(=O)(=O)NCc2ccncc2)cc1NC(=O)c1ccccc1 | 5.6 | -1.0 | 7 | 1 | 1.4 | 6 | -11 | 5 | -1.7 |
| Cc1cccc(N2CCN(C(=O)c3cc(S(=O)(=O)N(C)C)ccc3N3CCCC3)CC2)c1C | -0.3 | -3.9 | 1 | -1 | 0.3 | -2 | 9 | -4 | 0.9 |
| CC/C(C)=N/N1C(=O)c2ccccc2NC1(C)CC (stereo not given) | -0.3 | 0.1 | -1 | -1 | 0.6 | 4 | -42 | -1 | 1.0 |
| COc1ccc2c(c1OC)C(=O)N1C2SC(C)(C)[C@H]1C(=O)NCCCOC(C)C (stereo not given in full) | -3.1 | ? | -6 | 7 | 0.0 | 18 | -11 | 12 | 0.9 |
| O=C(c1cc(-c2ccc3c(c2)OCO3)on1)N1CCN(c2ccccc2)CC1 | 6.5 | -5.4 | 1 | 1 | 6.0 | 3 | -5 | -6 | . |
| CCC(=O)c1ccc(O)c(CC=C(C)C)c1 | 0.2 | -2.1 | -2 | 1 | 0.9 | -16 | 15 | 0 | . |
| CN(CCC#N)C(=O)COC(=O)c1ccc(Cl)c(S(=O)(=O)N(C)c2ccccc2)c1 | 0.1 | -4.5 | 0 | 8 | 0.4 | 2 | 2 | 0 | 3.2 |
| O=C(CSCC(=O)OCC(=O)c1ccc(Br)cc1)Nc1cccc2ccccc12 | 0.5 | -6.0 | 0 | 28 | 14 | -1 | 4 | -4 | . |
| CCOc1cc(-c2cc(-c3ccc(N)cc3)nc(N)c2C#N)ccc1O | 0.2 | 3.4 | -10 | -21 | 2.7 | ? | -2 | -5 | . |
| C[C@@H]1CN([C@H](C)CO)S(=O)(=O)c2ccc(-c3cccc(C#N)c3)cc2O[C@H]1CN(C)C(=O)Nc1cc(F)ccc1F | -0.6 | -1.3 | -7 | 15 | . | -4 | -5 | 7 | -0.7&-0.7&0.4 |

Remaining list, next part
SMILES	BoNT A protease	FadD28 binding	PrPC TRFRET	Yp Topo-I inh	PfHsp40 yeast	BoNT F protease	CCHF vOTU inh	Anthrax LF inh2	TcdB GH inh
CCOC(=O)c1cn2nc(Oc3ccc(OC)cc3)ccc2n1	?	-1.6	-4	-4	1.9	?	-16	-16	0.2
O=C(C1CCCC1)N1CCN=C1SCc1cccc([N+](=O)[O-])c1	-0.3	-2.1	2	-9	3.0	-1	19	0	0.6
CCN(CC)C(=O)C1CCC(CNS(=O)(=O)c2cccc3nsnc23)CC1 (stereo not given)	-0.1	-3.5	-15	-4	-0.9	2	7	-1	0.7
Cc1cc(C(=O)Nc2c(F)cc(F)cc2Br)no1	0.3	-3.3	-3	-5	-1.2	-8	0	-3	.
COc1ccccc1C(=O)NCCCN1CCCC1=O	5.2	-1.2	-4	3	0.6	7	0	-6	-0.8
Cc1cccc(NC(=S)Nc2ccccn2)c1	-0.5	-1.8	0	5	0.6	-3	-1	3	1.7
O=C(CSc1nc2ccccc2n1CCc1ccccc1)c1ccc(O)c(O)c1	0.1	4.4	-3	-6	0.6	-3	28	-7	-0.6
C=C(C)Cn1c(SCC(=O)O)nnc1-c1ccccc1	-1.1	-3.2	-3	4	1.0	-9	0	-7	1.8
COc1cccc(NC(=O)CCSc2nnc3scc(-c4ccccc4)n23)c1	-0.5	-6.2	10	20	-1.0	-6	4	-4	.
COc1ccc(NC(C(=O)Nc2cccc(C(C)=O)c2)c2ccccc2)cc1 (stereo not given)	0.2	0.2	8	2	0.3	-14	-4	-6	.
Oc1ccccc1C=NNC(=S)NC1CC2C=CC1C2 (stereo not given)	-0.7	-2.4	3	11	.	0	-9	-9	-4.4
COc1ccc(Cl)cc1NC(=O)C1CCN(S(C)(=O)=O)CC1	-1.7	-2.3	-2	-10	-2.4	?	-9	-14	1.0
COc1ccc(N=Nc2ccc(O)c3ncccc23)cc1	-2.0	-1.0	-7	0	1.8	-33	-2	-9	1.4
